Bioassay records (PubChem)
EBNA-1 inhibitor: blocks EBNA-1 binding to DNA; EBNA-1 DNA binding, fluorescence polarization; inhibition, % at 14.8 µM; hit rate 0.34% among 300,000; AID 1950; in the data active means inhibition above about 28%
HCV core dimer: blocks dimerization of HCV core protein. inhibition, % at 5 µM. hit rate 0.33% among 300,000. TR-FRET GST/Flag-core106 dimerization, 1536-well;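 active means inhibition above the mean of all tested compounds plus 3 SD, set per screening campaign, cut at about 45% in these data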
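Assay system: tagged HCV core106 pair (GST and Flag); medium: KF-containing HEPES buffer, pH 7.45, DTT, CHAPS, BSA; also added: Eu donor and XL665 acceptor anti-tag antibodies; dosing: 5 µM single dose; timing: compound-protein-antibody incubation 4 h at 22.5 °C; signal: TR-FRET 671 and 617 nm emission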
PP5 primary: inhibitors of human protein phosphatase 5 (PP5); hit rate 0.18% among 320,000; P53041; purified PP5c, OMFP substrate fluorescence; inhibition, % at 6.7 µM;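 active means inhibition above the campaign's mean inhibition across all tested compounds plus 3 SD, cut at about 9.5% in these data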;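 further: 0% = DMSO only and 100% = 100 µM cantharidin control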
Target sequence (P53041 whole entry, looked up): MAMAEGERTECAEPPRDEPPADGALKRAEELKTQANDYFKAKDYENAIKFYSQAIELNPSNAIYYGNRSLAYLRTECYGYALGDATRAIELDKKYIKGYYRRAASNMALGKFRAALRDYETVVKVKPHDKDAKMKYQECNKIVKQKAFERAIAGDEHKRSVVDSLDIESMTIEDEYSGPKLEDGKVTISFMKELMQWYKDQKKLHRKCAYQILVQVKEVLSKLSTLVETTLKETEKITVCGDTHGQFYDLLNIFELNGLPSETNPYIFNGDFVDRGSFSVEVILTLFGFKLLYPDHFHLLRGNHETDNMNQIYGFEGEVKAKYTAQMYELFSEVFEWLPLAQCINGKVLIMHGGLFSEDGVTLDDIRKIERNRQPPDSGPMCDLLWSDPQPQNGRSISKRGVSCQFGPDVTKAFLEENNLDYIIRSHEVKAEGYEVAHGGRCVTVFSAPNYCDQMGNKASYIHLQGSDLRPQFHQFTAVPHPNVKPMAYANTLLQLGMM
TPT1 inhibitor: blocks Candida albicans tRNA 2'-phosphotransferase; recombinant caTPT1, FP RNA substrate dephosphorylation; inhibition, % at 5 µM; hit rate 0.81% among 300,000; AID 1962;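 active means inhibition above the mean of all tested compounds plus 3 SD, set per screening campaign, cut at about 24% in these data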;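 further: plate controls were DMSO alone for no effect and ferristatin control at 100 nM for full effect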
ZTA counter: ZTA (EBV) inhibition in EBNA-1 counter-screen; P03206; ZTA-DNA binding, fluorescence polarization; inhibition, % at 11 µM; hit rate 0.15% among 320,000; AID 2234; in the data active means inhibition above about 33%
Target sequence (P03206 whole entry, looked up): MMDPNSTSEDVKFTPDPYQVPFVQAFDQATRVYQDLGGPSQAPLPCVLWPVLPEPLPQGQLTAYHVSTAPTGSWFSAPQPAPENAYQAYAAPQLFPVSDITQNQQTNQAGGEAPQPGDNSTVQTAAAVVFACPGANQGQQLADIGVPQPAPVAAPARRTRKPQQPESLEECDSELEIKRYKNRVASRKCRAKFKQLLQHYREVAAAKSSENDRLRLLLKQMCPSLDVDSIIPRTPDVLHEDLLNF
CTSL1 counter: counter-screen for PFM18AAP inhibitors: inhibitors of F. hepatica cathepsin L1; hit rate 0.49% among 300,000; inhibition, % at 5.96 µM; AID 1906; recombinant F. hepatica cathepsin L1, Z-Leu-Arg-MCA fluorescence;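 active means inhibition above the mean of all tested compounds plus 3 SD, set per screening campaign, cut at about 17% in these data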;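 further: 0% = plate median of test compound wells and 100% = 1 µM Z-Phe-Ala-diazomethylketone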
PP1 counter: counter-screen for PP5 inhibitors: inhibitors of human PP1-alpha; P62136; purified PP1alpha, OMFP fluorescence; inhibition, % at 6.7 µM; hit rate 0.9% among 320,000; AID 2235;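 active means inhibition above the mean inhibition of all tested compounds plus 3 SD, computed separately for each screening campaign, cut at about 15% in these data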
Target sequence (P62136 whole entry, looked up): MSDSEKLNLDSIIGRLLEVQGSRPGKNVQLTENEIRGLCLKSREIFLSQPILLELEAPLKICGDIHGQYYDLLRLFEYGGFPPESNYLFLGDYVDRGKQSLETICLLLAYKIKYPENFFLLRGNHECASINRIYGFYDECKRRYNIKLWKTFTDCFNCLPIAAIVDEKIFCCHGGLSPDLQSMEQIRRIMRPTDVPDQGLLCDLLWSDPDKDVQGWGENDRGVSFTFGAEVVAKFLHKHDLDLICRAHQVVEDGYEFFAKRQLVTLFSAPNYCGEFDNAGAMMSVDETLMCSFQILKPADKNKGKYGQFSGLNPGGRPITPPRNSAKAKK
PREPL inhibitor: inhibitors of human prolyl oligopeptidase-like enzyme PREPL; recombinant PREPL, fluorescence polarization activity-based probe; AID 2751; inhibition, % at 5.96 µM; Q4J6C6; hit rate 0.68% among 320,000; in the data active means inhibition above about 43%;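 further: 0% = enzyme with DMSO and 100% = wells lacking enzyme; many of its hits are not listed in these tables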
Efflux pump inh: inhibitors of Candida antifungal efflux pumps expressed in yeast | S. cerevisiae Candida pump triplex, Nile Red efflux | inhibition, % at 10 µM | hit rate 0.44% among 330,000 | AID 485275;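 active means plate passing quality check with inhibition over a set limit, or well fluorescence over plate mean plus 4 SD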;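 further: Nile Red retained in pooled yeast measured as flow cytometry median fluorescence; 0% = buffer negative control and 100% = Enniatin B positive control; higher means more Nile Red kept so more efflux inhibition; some compounds called inactive have numbers as strong as hits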
* = called active by the depositor; . = no result given.

SMILES	EBNA-1 inhibitor	HCV core dimer	PP5 primary	TPT1 inhibitor	ZTA counter	CTSL1 counter	PP1 counter	PREPL inhibitor	Efflux pump inh
O=C1CCN(CCc2ccccc2)CCN1CCO	0	-11	2.3	2	20	2	-4	12	0.2
O=C(Nc1cccc(F)c1)c1ccc(Cn2cc([N+](=O)[O-])cn2)o1	-8	-2	0.6	-1	-26	-2	6	-4	-0.1
O=C(O)C1C2CCC(O2)C1C(=O)Nc1ccc(F)c(Cl)c1 (stereo not given)	-3	0	71*	2	2	1	66*	5	0.1
O=C(COC(=O)c1ccc(F)c(S(=O)(=O)N2CCOCC2)c1)NC1CC1	.	.	6.4	.	4	.	-1	11	-0.1
Cc1c(NC(=O)CN2C(=O)NC3(CCCCC3)C2=O)c(=O)n(-c2ccccc2)n1C	8	-8	1.8	-3	-8	-1	0	0	-0.1
C=C(C)CN1C(=O)C(O)(CC(=O)c2ccc3c(c2)OCCO3)c2ccccc21 (stereo not given)	6	-5	1.4	0	4	3	-2	-3	0.0
CS(=O)(=O)N1CCc2cc(C(=O)N3CCN(c4ccccc4F)CC3)ccc21	-5	4	1.1	-2	-4	0	-5	0	-0.1
CCOC(=O)CC/C(C)=N\N=C1\SC(CC(=O)O)C(=O)N1c1ccccc1 (stereo not given)	0	-7	-2.4	3	-24	0	-3	16	-0.1
CN(Cc1ccccc1)c1nc2c(c(=O)n(C)c(=O)n2C)n1CCCc1ccccc1	-6	2	1.8	1	1	2	2	8	0.2
CC(C)c1ccc(NC(=O)CSc2nc(=O)[nH]c3c2CCCC3)cc1	7	2	0.8	-2	9	3	1	5	0.2
CCN(CC)C(=O)CSc1nc2ccccc2c(=O)n1OC(C)C	3	3	-2.6	-1	-13	2	-2	1	0.1
O=C(CSc1ncccn1)NCc1cccs1	-1	-1	-1.2	7	11	-5	-3	3	0.1
Cc1cc(C)n2nc(C(=O)Nc3nccs3)nc2n1	1	3	0.6	-2	1	-3	-2	7	-0.1
O=C(Nc1nc(-c2ccc(S(=O)(=O)N3CCOCC3)cc2)cs1)c1ccccc1	3	-35	1.0	6	6	3	7	-4	-0.1
C=CCn1c(=NC(=O)c2ccco2)sc2cc(C(=O)OC)ccc21	2	2	-0.2	4	20	0	7	-17	-0.1
CCn1cnc2c1c(=O)[nH]c(=O)n2Cc1ccccc1	9	2	0.0	-10	5	4	-1	0	-0.1
COc1cc2c(cc1OC)C(C)N(C(=O)c1cc3c(=O)oc4ccc(C)cc4c3s1)CC2 (stereo not given)	-4	16	-1.2	-1	5	-1	-4	-1	0.0
CC1Oc2ccccc2N(CC(=O)NC2CCCCC2)C1=O (stereo not given)	-9	9	-0.8	2	4	3	1	-3	-0.4
O=C(CSc1ccccc1F)OCC(=O)N1CCN(C(=O)c2ccco2)CC1	0	3	1.8	1	-3	-9	-2	6	-0.1
CCOC(=O)N1CCN(C(=O)c2c(-c3c(Cl)cccc3Cl)noc2C)CC1	-1	-3	-2.0	-3	-11	-3	-5	-1	0.5

Some of the entries so far, with bars between the fields:
smiles | EBNA-1 inhibitor | HCV core dimer | PP5 primary | TPT1 inhibitor | ZTA counter | CTSL1 counter | PP1 counter | PREPL inhibitor | Efflux pump inh
Cc1cc(C)n2nc(C(=O)Nc3nccs3)nc2n1 | 1 | 3 | 0.6 | -2 | 1 | -3 | -2 | 7 | -0.1
O=C(Nc1nc(-c2ccc(S(=O)(=O)N3CCOCC3)cc2)cs1)c1ccccc1 | 3 | -35 | 1.0 | 6 | 6 | 3 | 7 | -4 | -0.1

Further records follow.
SMILES	EBNA-1 inhibitor	HCV core dimer	PP5 primary	TPT1 inhibitor	ZTA counter	CTSL1 counter	PP1 counter	PREPL inhibitor	Efflux pump inh
Brc1cccc(-c2nnc3sc(CNCc4ccco4)cn23)c1	-3	21	2.3	-5	-3	-2	3	-16	0.2
CC1CCN(C(=O)CCc2nnc3ccc(N4CCC5(CC4)OCCO5)nn23)CC1	-1	7	0.8	-2	12	-3	-5	5	-0.1
O=C(Cn1cnc2c(nnn2Cc2ccc(Cl)cc2)c1=O)NCc1ccco1	-7	14	1.4	0	-9	3	-3	0	-0.2
COc1cc(/C=N/O)ccc1OCc1ccccc1Cl	-1	-6	2.7	2	-6	2	2	34	0.3
COc1ccc(Cl)cc1NC(=O)C(C)OC(=O)c1ccc(NS(=O)(=O)c2ccc3[nH]c(=O)[nH]c3c2)cc1 (stereo not given)	20	12	3.8	1	3	4	4	0	-0.8
O=[N+]([O-])c1ccc2nc(-c3ccc(Cl)cc3)n(OCc3ccccc3)c2c1	-9	2	5.2	-2	-1	4	2	13	0.3
COc1ccccc1-c1nnc(SCC(=O)O)n1-c1ccc(C)cc1	2	6	1.7	1	10	-6	1	-2	0.2
ONC(=Nc1ccc(Cl)cc1)c1ccccc1Cl	10	-6	0.8	0	16	3	1	-12	0.0
COc1ccc([C@@H]2[C@@H]3C(=O)N(C(C)(C)C)C(=O)[C@@H]3[C@]3(Cc4ccccc4)C(=O)N(c4cccc(C)c4)C(=O)N23)cc1	2	15	1.2	-3	6	-1	0	2	-0.1
CC1(C)Cc2c(cnn2-c2ccc(F)cc2)C(NC(=O)c2ccc(=O)oc2)C1 (stereo not given)	6	24	2.1	0	6	3	8	10	-0.2
CCN(C(=O)C(C)OC(=O)CCCNC(=O)c1ccc(Cl)cc1)c1ccccc1 (stereo not given)	-5	0	-1.0	2	-5	3	-3	6	0.0
CCOC(=O)C1=C(CC)NC2=C(C(=O)CCC2)C1c1ccc(OC)c(OC)c1 (stereo not given)	8	-4	-0.2	3	18	1	4	2	0.0
CCOC(=O)c1cnc(SCC)[nH]c1=O	-5	-6	0.2	-5	-20	-2	1	13	-0.2
CCCCN(CCCC)Cc1ccc(C(=O)NNC(=O)Nc2ccc(F)cc2)o1	-6	0	-1.1	0	9	-17	0	-8	0.1
CCO/C(C)=N/n1c2nc3ccccc3nc2c2c(=O)n(Cc3ccccc3Cl)c(C)nc21	2	21	0.2	23	-15	4	6	0	-0.1
O=C(NCc1ccccc1)c1ccc(S(=O)(=O)N2CCCc3ccccc32)cc1	-4	3	1.1	-4	-4	5	-1	5	0.0
O=C(CCc1ccccc1)NCc1ccccn1	-3	-1	-2.6	-3	-4	-2	-6	5	-0.1
NC(=O)Nc1ccc2c(c1)OCCO2	7	-4	0.5	-5	11	-1	-5	-1	0.0
Cc1c(NC(=O)CSCc2ccccc2)cccc1C(=O)O	0	-16	-2.4	-2	-1	7	-5	17	-0.1
COc1ccccc1N1CSC2=C(C#N)C(c3ccc(SC)cc3)CC(=O)N2C1 (stereo not given)	-5	13	2.7	11	-5	1	7	16	-0.1
CC(NC(=O)C1CCN(S(=O)(=O)N2CCC3(CC2)OCCO3)CC1)c1ccccc1 (stereo not given)	3	-4	0.6	2	-26	0	-1	6	0.1
CCC(c1nnc(SCC(=O)N2CC3(C)CC2CC(C)(C)C3)o1)N(C)C (stereo not given)	-7	-7	-0.4	4	-1	-1	-4	11	0.1
O=C(NCCC(=O)N1CCN(c2ncccn2)CC1)c1ccccc1Cl	-4	1	-2.3	3	-5	1	-4	-6	-0.2
Cc1ccc(-n2nnnc2SCC(=O)Nc2ccccc2-c2ccccc2)cc1C	-4	13	3.3	-1	7	2	8	-13	-0.3
COc1cc(/C=N/NC(=S)NC2CC3C=CC2C3)cc(OC)c1OC (stereo not given)	7	7	-1.7	-1	11	-3	0	1	-0.2
CC(C)C(NC(=O)c1c(F)cccc1F)C(=O)NCCc1ccc(S(N)(=O)=O)cc1 (stereo not given)	-6	6	0.2	2	-2	-4	-1	-7	0.0
COc1cccc(NC(=O)CCc2ccccc2)c1	2	6	-1.5	3	15	3	-4	-3	-0.1
O=C(CSc1nnnn1-c1ccccc1Cl)Nc1ccc2c(c1)OCCO2	1	8	4.5	0	-3	-1	-6	3	-0.1
O=C(Nc1ccc(Cl)cc1)C(c1ccccc1)N(CCO)CCO (stereo not given)	7	0	-2.2	-2	5	0	0	-3	0.1
Cc1c(NC(=O)c2ccc(Cl)c(S(=O)(=O)N3CCCCC3)c2)c(=O)n(-c2ccccc2)n1C	4	7	0.5	-1	4	-6	-7	2	-0.1
CC(C)OC(=O)c1nnc(-c2ccccc2)nc1OC(C)C	9	5	-0.5	1	4	5	-2	2	0.0
CN(C)c1nc(N2CCN(c3ccccc3)CC2)c(C#N)c(=O)o1	11	-8	-2.1	-2	3	0	0	17	0.0
CCN(CC)C(=O)CSc1nc(O)cc(=O)n1C	7	-1	0.4	-3	8	5	-3	-4	0.0
N#Cc1c(NC(=O)C2CC(Cl)=CCC2C(=O)O)sc2c1CCCCC2 (stereo not given)	-13	16	1.1	2	5	-3	4	16	0.6
Cc1nc2ccccn2c1/C(O)=C1\C(=O)C(=O)N(CCN(C)C)C1c1ccco1 (stereo not given)	0	-14	1.2	-3	-15	-2	0	2	-0.3
CC1CCCCN1S(=O)(=O)c1ccc(C(=O)Nc2nnc(-c3cccs3)o2)cc1 (stereo not given)	7	19	-0.3	-1	11	5	26*	6	0.1
Cc1ccc(CNC(=O)c2cc(-c3cc(C)cc(C)c3O)n[nH]2)cc1	-1	3	6.8	-3	-9	2	0	-7	0.5
Cc1ccc(C)c(Sc2ccc(NC(=O)CCl)cc2)c1	1	8	7.0	-3	-6	4	-1	-11	0.1
CNC(=O)C1C2C=CC3(O2)C1C(=O)N(C1CC1)C3C(=O)NCc1ccc(OC)cc1 (stereo not given)	0	-4	0.6	0	-16	1	-2	7	-0.2
O=C1NC(=Nc2ccccc2Cl)S/C1=C\c1cccc([N+](=O)[O-])c1O	18	6	1.5	28*	3	-3	9	3	0.1
CCCCC(C(=O)NC1CCCC1)N(C(=O)c1snc(C(N)=O)c1N)c1ccc(F)cc1 (stereo not given)	-2	-3	1.1	-2	-8	5	3	8	-0.1

Arranged by SMILES length (ascending): part of the list above.
SMILES	EBNA-1 inhibitor	HCV core dimer	PP5 primary	TPT1 inhibitor	ZTA counter	CTSL1 counter	PP1 counter	PREPL inhibitor	Efflux pump inh
CCN(CC)C(=O)CSc1nc(O)cc(=O)n1C	7	-1	0.4	-3	8	5	-3	-4	0.0
Cc1ccc(C)c(Sc2ccc(NC(=O)CCl)cc2)c1	1	8	7.0	-3	-6	4	-1	-11	0.1
CC(C)OC(=O)c1nnc(-c2ccccc2)nc1OC(C)C	9	5	-0.5	1	4	5	-2	2	0.0
CN(C)c1nc(N2CCN(c3ccccc3)CC2)c(C#N)c(=O)o1	11	-8	-2.1	-2	3	0	0	17	0.0
N#Cc1c(NC(=O)C2CC(Cl)=CCC2C(=O)O)sc2c1CCCCC2 (stereo not given)	-13	16	1.1	2	5	-3	4	16	0.6
Cc1ccc(CNC(=O)c2cc(-c3cc(C)cc(C)c3O)n[nH]2)cc1	-1	3	6.8	-3	-9	2	0	-7	0.5
CC1CCCCN1S(=O)(=O)c1ccc(C(=O)Nc2nnc(-c3cccs3)o2)cc1 (stereo not given)	7	19	-0.3	-1	11	5	26*	6	0.1
Cc1nc2ccccn2c1/C(O)=C1\C(=O)C(=O)N(CCN(C)C)C1c1ccco1 (stereo not given)	0	-14	1.2	-3	-15	-2	0	2	-0.3
CNC(=O)C1C2C=CC3(O2)C1C(=O)N(C1CC1)C3C(=O)NCc1ccc(OC)cc1 (stereo not given)	0	-4	0.6	0	-16	1	-2	7	-0.2
Cc1c(NC(=O)c2ccc(Cl)c(S(=O)(=O)N3CCCCC3)c2)c(=O)n(-c2ccccc2)n1C	4	7	0.5	-1	4	-6	-7	2	-0.1

These rows are one share of the data, so the mix of outcomes need not match the whole.
